Screening data deposited in PubChem by National Center for Advancing Translational Sciences (NCATS).
D1 potentiator: human D1 dopamine receptor positive modulation | potentiation, % at 10 µM | AID 504651 | 360,000 compounds, 0.036% hits | P21728 | HEK293 TREx D1 cells, calcium flux, dopamine EC20 potentiation; in the data active = potentiation above about 30%; also: 0% is about no effect
Anesthetic bind: binds horse apoferritin like a general anesthetic | P02791 | apoferritin/1-aminoanthracene competitive binding, fluorescence | Potency, µM (titrated, usually from 77.5 µM), for the others: at the highest dose activity change, negative = displacement, most hits filed as inhibitors | 350,000 compounds, 0.074% hits; also: potency is read from the fitted curve at half-maximal effect; % is scaled to controls: 0 for no effect and ±100 for the full control effect; nearly all actives have a fitted effect of over 20% in size
Target sequence (P02791 2-175 limits assumed): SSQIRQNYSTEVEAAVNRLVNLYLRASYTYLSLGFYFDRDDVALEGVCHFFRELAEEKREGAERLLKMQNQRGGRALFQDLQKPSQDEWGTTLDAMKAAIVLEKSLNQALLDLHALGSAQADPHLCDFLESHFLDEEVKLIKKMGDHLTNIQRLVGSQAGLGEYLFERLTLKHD
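Concentration-response curves derived by four-parameter Hill fitting of normalized fluorescence, where compounds displaced 1-AMA from 10 uM horse apoferritin following a brief 10 min room-temperature incubation; propofol titration acted as positive control.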
RXFP1 antagonist: blocks the human relaxin receptor RXFP1; AID 1259400; Q9HBX9; activity change, negative = inhibition, % at 57.5 µM; HEK293-RXFP1, relaxin-stimulated cAMP HTRF, 30 min; stronger effect = lower value; 350,000 compounds, 0.59% hits;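 active = activity change of -60% or lower, but not beyond a set lower limit; inconclusive = change between -60% and -40%, or beyond the set limit; inactive = change above -40%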; also: % is scaled to controls: 0 for no effect and ±100 for the full control effect
Target sequence (Q9HBX9 whole entry, looked up): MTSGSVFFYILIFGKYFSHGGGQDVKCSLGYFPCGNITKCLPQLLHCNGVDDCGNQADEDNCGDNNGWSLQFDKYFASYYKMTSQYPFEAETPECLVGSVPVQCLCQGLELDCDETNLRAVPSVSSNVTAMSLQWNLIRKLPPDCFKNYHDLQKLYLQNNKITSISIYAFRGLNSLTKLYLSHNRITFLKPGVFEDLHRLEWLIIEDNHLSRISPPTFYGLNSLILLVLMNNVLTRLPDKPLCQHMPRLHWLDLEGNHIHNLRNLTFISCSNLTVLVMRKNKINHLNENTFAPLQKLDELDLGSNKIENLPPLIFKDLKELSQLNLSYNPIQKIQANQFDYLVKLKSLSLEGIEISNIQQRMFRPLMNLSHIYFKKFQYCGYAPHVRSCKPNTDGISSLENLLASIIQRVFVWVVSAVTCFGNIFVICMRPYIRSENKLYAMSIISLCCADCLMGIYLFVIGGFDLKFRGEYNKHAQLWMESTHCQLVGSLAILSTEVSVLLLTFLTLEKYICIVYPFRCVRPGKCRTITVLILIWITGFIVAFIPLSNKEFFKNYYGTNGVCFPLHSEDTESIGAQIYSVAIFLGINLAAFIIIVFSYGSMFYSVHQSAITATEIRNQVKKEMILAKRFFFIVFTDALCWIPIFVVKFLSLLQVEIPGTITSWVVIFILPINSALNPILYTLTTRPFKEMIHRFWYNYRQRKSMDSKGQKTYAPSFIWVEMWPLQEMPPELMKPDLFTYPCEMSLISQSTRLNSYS
TRHR agonist: agonists of human TRH receptor. 360,000 compounds, 0.18% hits. TRHR cells, calcium flux fluo-8, FDSS agonist mode. P34981. activation, % at 2 µM; in the data active = activation above about 30%; also: 0% is about no effect
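TRHR-expressing cells, plated overnight in medium with 10% serum, were loaded with fluo-8 calcium dye at room temperature. After a 10 s baseline, library compound was pin-added and calcium release was recorded kinetically (ex 480/em 530) as agonist response.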
D1 agonist: agonists of human D1 dopamine receptor; AID 504660; HEK293 T-REx D1 cells, calcium flux, agonist mode; P21728; 360,000 compounds, 1% hits; activation, % at 2 µM; in the data active = activation above about 30%; also: 0% is about no effect
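Inducible HEK293 T-REx D1 cells, force-coupled to calcium signalling, were plated at 4000 cells/well with tetracycline and held overnight at 30 C. After no-wash calcium dye loading, compound-evoked calcium rise over 180 s flagged agonists.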
TRHR enhancer: TRH receptor (human) allosteric enhancement; 360,000 compounds, 0.66% hits; P34981; enhancement, % at 2 µM; TRHR cells, fluo-8 calcium fluorescence, EC20 TRH enhancement; in the data active = enhancement above about 30%; also: 0% is about no effect
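TRHR-expressing cells loaded with fluo-8 calcium dye were read kinetically (ex 480/em 530) during compound addition, then stimulated with an EC20 of TRH (10 nM final). Enhancement of the Gq-mediated intracellular calcium response was scored.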
D2 PAM: positively modulates the human D2 dopamine receptor allosterically. P14416. HEK293 T-REx D2, calcium flux, EC20 dopamine potentiation. potentiation, % at 10 µM. 340,000 compounds, 0.34% hits;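 active = potentiation over 3 SD above the plate norm, cut at about 30% in these data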; also: 0% is about no effect
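Using a no-wash calcium dye in inducible, force-coupled HEK293 Trex cells expressing D2, we tracked fluorescence each second for 180 s after compound, then for 180 s after EC20 dopamine to detect augmented signalling.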
D1 antag: human D1 dopamine receptor antagonism | P21728 | HEK293 TREx D1 cells, calcium flux, dopamine EC80; stronger effect = lower value | activity change, negative = inhibition, % at 10 µM | 360,000 compounds, 3.2% hits | AID 504652; in the data active = activity change below about -30%; also: % is scaled to controls: 0 for no effect and ±100 for the full control effect
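Allosteric or orthosteric antagonism assessed as attenuation of the calcium response to EC80 dopamine, added 180 s after compound, in induced HEK293 Trex D1 cells loaded with no-wash calcium dye.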
RXFP1 ag: RXFP1 (human) receptor agonism. AID 2676. Potency, µM (titrated, usually from 57.5 µM), for inactives: at the top dose activation, most hits filed as activators. 370,000 compounds, 0.3% hits. HEK293T-RXFP1 cAMP TR-FRET, 30 min; response scale: percent of porcine relaxin response, buffer zero. Q9HBX9; also: potency is read from the fitted curve at half-maximal effect; % is scaled to controls: 0 for no effect and ±100 for the full control effect; nearly all actives have a fitted effect of over 60% in size; many of its hits are not listed in these tables
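HEK293T cells stably expressing RXFP1 were pretreated with the PDE4 inhibitor Ro 20174, exposed to compounds for 30 min at 37C, lysed, and cAMP was read by TR-FRET. Data normalized to buffer (basal) and 29 nM porcine relaxin (100%).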
* marks the source's active call; other numbers are inactive results; ? = inconclusive; / = no result given; [ ] = another dose, or the depositor's remark. Unless noted, calls follow the shape of the dose curve; as a rule, active = well fitted curve in the direction sought with a large enough effect; inconclusive = small, poorly fitted or top-dose-only effect, or another doubt; inactive = no such curve, though single readings can be large; an effect the other way counts as inactive or inconclusive. Some of the compounds tested (hit frequency here may not be typical).

SMILES,D1 potentiator,Anesthetic bind,RXFP1 antagonist,TRHR agonist,D1 agonist,TRHR enhancer,D2 PAM,D1 antag,RXFP1 ag
COCCOC(=O)C1=C(C)OC(N)=C(C(=O)OC)C12C(=O)Nc1ccccc12 (stereo unspecified),6,0%,32,1.6,4,6,-8,3,0.6%
Cc1ccc(C2=NN(CCC(=O)N3CCC4(CC3)OCCO4)C(=O)CC2)cc1,-4,?,5,-0.7,1,-6,/,-10,2.9%
O=P1(Oc2ccccc2)CC=C[C@H](COCc2ccccc2)O1 (stereo partly specified),-7,-9%,/,0.0,1,0,1,-9,4.3%
O=C(N/N=C/c1cccnc1)c1ccc(NC(=O)C(c2ccccc2)c2ccccc2)cc1,-4,?,?,1.1,4,-7,/,-12,7.7%
Cc1cc(C=O)c(C)n1C(C)C,-3,-12%,-12,0.6,3,-1,-3,-5,3.1%
Cc1oc(-c2ccccc2Cl)nc1CN1C(=O)CN=C(c2ccccc2)c2ccccc21,-8,-23%,/,0.1,-2,-8,-2,-17,4.3%
CC(=O)N1CCN(c2ccc([N+](=O)[O-])cc2C=C2C(=O)NC(=O)NC2=O)CC1,-3,-11%,16,0.5,1,-2,11,15,-0.2%
CCN(CC)CCN=Cc1c(O)n(C2CCCCCC2)c(=O)[nH]c1=O,-1,-11%,-12,0.3,1,-3,-7,12,0.8%
Cn1c(C(=O)N2CCC(C(=O)N3CCC4(CC3)OCCO4)CC2)cc2sccc21,0,-14%,5,0.1,0,1,0,6,0.8%
O=C(O)c1nonc1-c1nonc1C(=O)O,-4,11%,29,1.3,4,1,/,-20,1.5%
NCCc1ccc(OCc2ccccc2)c(OCc2ccccc2)c1,-2,/,-20,4.4,34*,2,-8,11,0.0%
CCN(CC)C(=O)c1ccc(NC(=O)c2cc(S(=O)(=O)N3CCCCCC3)ccc2OC)cc1,15,/,5,0.0,2,-6,3,13,0.9%
O=C(N=Nc1c(O)[nH]c(=O)[nH]c1=O)C1COc2ccccc2O1 (stereo unspecified),-10,-5%,10,0.2,2,-7,-10,-37*,0.1%
CC1=NN=C(c2ccc(N)cc2)c2cc3c(cc2C1)OCO3,-3,/,/,-1.2,7,1,-1,18,0.2%
CCc1ccc(CNCCc2ccccc2F)cc1,-4,-16%,1,0.2,21,1,-23,-2,2.9%
Cn1c(=O)n(CC(=O)N2CCC3(CC2)OCCO3)c(=O)c2ccccc21,5,5%,3,0.7,3,-4,-5,4,2.3%
O=C1OC(c2ccc(Cl)cc2)=N/C1=C\N1CC2CC(C1)c1cccc(=O)n1C2 (stereo unspecified),-2,-5%,-5,-0.2,2,-1,3,2,-3.8%
COC(=O)C1=C(c2ccc3ccccc3c2)C[C@@H]2CC[C@H]1N2C,0,/,/,1.1,9,-3,-14,30,-0.9%
COc1ccc(-n2c(/C=C/c3ccc(O)cc3)nc3ccccc3c2=O)cc1,-3,18%,-2,1.4,5,20,0,-6,1.9%
CC1CN(CCc2ccccc2)CC(C)O1 (stereo unspecified),-4,-6%,21,-1.4,1,-1,6,0,3.9%
CC1CN=C(Nc2ccccc2)S1 (stereo unspecified),0,?,-11,0.1,4,3,-4,-7,0.5%
O=C(COc1ccccc1)Nc1ccc(Cl)cc1C(=O)c1ccccc1,6,-4%,12,0.1,3,-2,-1,31,0.6%
C/C=C/CC#N,-1,/,/,0.6,0,-5,5,/,0.0%
Cc1cccc(N(CC(=O)NCCSc2ccc(Cl)cc2)S(=O)(=O)c2ccccc2)c1C,-3,105%[activator],-15,0.6,14,23,0,-5,6.7%
C[n+]1c(-c2ccccc2)c2cc(N)ccc2c2ccc(N)cc21,-6,?,/,5.1,27,-6,-6,1,8.1%
CCOC(=O)C(O)(c1ccc(N(CC)S(=O)(=O)c2ccccc2)cc1)C(F)(F)F (stereo unspecified),-8,9%,-7,-0.5,5,-6,-8,1,2.3%
C#C[C@]1(O)CC[C@H]2[C@@H]3CCC4=Cc5nc6nc7ccccc7n6cc5C[C@]4(C)[C@H]3CC[C@@]21C,-5,/,/,1.2,-2,-7,3,-12,5.6%
O=c1[nH]c(=S)n(Cc2ccc(F)cc2)c(O)c1C=NCc1cccnc1,-4,-24%,21,-0.8,2,-1,-4,-19,0.0%
CC1CN(c2cc([N+](=O)[O-])ccc2Cl)CC(C)N1 (stereo unspecified),-5,-15%,-7,0.0,3,6,-19,-1,0.6%
C=CCN1C(=O)NC(=O)/C(=C/C=C/c2ccccc2)C1=O,-11,-12%,-18,0.7,3,-5,3,-34*,-0.4%

Entries of single compounds as entered above:
Results for Cn1c(C(=O)N2CCC(C(=O)N3CCC4(CC3)OCCO4)CC2)cc2sccc21 : D1 potentiator = 0; Anesthetic bind = -14%; RXFP1 antagonist = 5; TRHR agonist = 0.1; D1 agonist = 0; TRHR enhancer = 1; D2 PAM = 0; D1 antag = 6; RXFP1 ag = 0.8%
Results for CC1CN(c2cc([N+](=O)[O-])ccc2Cl)CC(C)N1 (stereo unspecified) : D1 potentiator = -5; Anesthetic bind = -15%; RXFP1 antagonist = -7; TRHR agonist = 0.0; D1 agonist = 3; TRHR enhancer = 6; D2 PAM = -19; D1 antag = -1; RXFP1 ag = 0.6%

More results
SMILES,D1 potentiator,Anesthetic bind,RXFP1 antagonist,TRHR agonist,D1 agonist,TRHR enhancer,D2 PAM,D1 antag,RXFP1 ag
O=C(c1cc(S(=O)(=O)N2CCCCC2)ccc1F)N1CCC2(CC1)OCCO2,3,-5%,-3,0.0,-1,0,11,2,-0.6%
CC(=NCCN(C)C)c1c(O)n(Cc2ccccc2)c(=O)[nH]c1=O,-1,15%,9,0.8,2,4,0,11,-0.7%
CN1CCN(c2ccc([N+](=O)[O-])c(N)c2)CC1,-2,-7%,0,0.6,6,7,-10,15,0.7%
CCn1c(P(C)(=O)O)nc2cc(NC(=O)c3ccccc3F)ccc21,7,-4%,0,2.5,4,0,3,7,1.3%
O=[N+]([O-])c1cc(-c2ccc([As](=O)(O)O)cc2)ccc1[As](=O)(O)O,5,2%,/,0.1,-1,5,-6,5,-0.5%
COc1ccc(C(CNC(=O)CCc2ccsc2)N(C)C)cc1 (stereo unspecified),-4,2%,0,0.2,1,-1,-9,3,0.9%
Cc1cccc(CN2CCN(Cc3ccc(Cl)cc3)CC2)c1,-3,-5%,?,-1.3,20,-10,11,17,0.6%
CC(=O)O[C@H]1CCC2C3CCC4=CC(=O)CCC4=C3C=C[C@@]21C (stereo partly specified),-6,1%,-2,0.3,9,-3,-1,-24,5.0%
CCN(CC)c1ccc(/C=C2/C(=O)NC(=O)N(CC3CCCO3)C2=O)cc1 (stereo unspecified),4,?,18,0.1,1,-5,-6,-4,-2.3%
O=C1NC(=O)C(=Cc2ccc(-c3ccc(Cl)cc3)o2)C(=O)N1,2,-20%,/,0.0,0,-1,9,-6,0.5%
C[N+]1=C(/C=C/Nc2ccccc2)C(C)(C)c2ccccc21,-7,4%,-23,-1.0,13,-7,4,-10,-1.8%
C[C@@H]1O[C@@H](O[C@H]2C[C@@H](O)[C@]3(CO)[C@@H]4C(CC[C@]3(O)C2)[C@@]2(O)CC[C@H](C3COC(=O)C3)[C@@]2(C)C[C@H]4O)[C@H](O)[C@H](O)[C@H]1O (stereo partly specified),-5,/,/,0.7,0,-5,-11,16,-1.4%
Cc1cc(/C=C2\C(=O)NC(=O)N(c3ccc(Br)cc3)C2=O)c(C)n1C,-4,-6%,-5,0.3,2,5,2,12,2.7%
CC(C)(C)NC(=O)CN1CCCN(C(=O)COc2ccc(Cl)c3ccccc23)CC1,-2,/,-2,0.0,6,-2,-4,-16,1.9%
CCN(C(=O)CSc1ncccc1C(=O)Oc1cccc([N+](=O)[O-])c1)c1cccc(C)c1,-1,?,-1,0.2,10,-4,7,-17,1.8%
NC1=C([N+](=O)[O-])C(c2ccc3c(c2)OCO3)c2c(c3ccccc3oc2=O)O1 (stereo unspecified),-5,-20%,20,-0.4,3,-1,5,-14,2.6%
COC(=O)C1C2c3ccccc3OC1(C)N=c1s/c(=C/c3cnn(C)c3)c(=O)n12 (stereo unspecified),7,-8%,-6,-0.1,2,-7,0,-3,0.1%
CC[n+]1c(/C=C/N(C)c2ccccc2)sc2ccc(Cl)cc21,0,?,-14,0.0,2,3,-17,-4,-0.1%
CN1C(=O)C(=Cc2cn(CC(=O)N3CCCCC3)c3ccccc23)C(=O)N(C)C1=O,-2,0%,8,0.3,-2,-4,1,8,0.6%
O=P(Nc1cccc(Cl)c1)(Oc1ccccc1)Oc1ccccc1,2,4%,-24,1.1,0,-3,-1,/,-4.0%
N#Cc1ccc(NC(=O)CN2CCN(C(=O)c3cccs3)CC2)cc1Cl,-8,/,-25,0.3,6,2,7,7,-2.3%
CC(Oc1ccc(-c2ccccc2)cc1)C(=O)O (stereo unspecified),-4,-9%,5,0.5,0,-1,-3,-5,0.0%
CCC(=NCCCn1ccnc1)c1c(O)n(-c2ccc(OC)cc2)c(=O)[nH]c1=O,-3,-4%,-2,0.6,1,-3,1,-5,-1.4%
C=CCC1C(=O)NC(=S)NC1=O,-3,-1%,-5,-0.5,-1,0,/,9,1.6%
CC(C)(C)n1cc(C(=O)c2ccccc2OCCCF)cn1,-5,-2%,-3,0.5,0,-9,-1,8,-2.4%
Cc1cc(=O)oc2c(C)c(OCC(=O)N3CCN(Cc4ccc5c(c4)OCO5)CC3)ccc12,-3,-6%,19,0.2,3,0,9,13,1.3%
Cc1ccccc1-n1c(/C=C/c2c(C)[nH]c3ccccc23)nc2ccccc2c1=O,0,99%[activator],-9,4.3,10,0,3,7,2.6%
Cc1cc[n+](Cc2ccccc2)cc1,-2,/,/,-0.1,1,-1,-14,-7,-1.1%
CCN(CC)C(=O)c1ccc(NC(=O)CNC(C)c2cccc3ccccc23)cc1 (stereo unspecified),-4,-14%,-14,-0.2,10,1,-10,-16,-1.4%
CCC(C)N1C(=O)NC(=O)C2(Cc3c(ccc4ccccc34)N(C)C2)C1=O (stereo unspecified),1,?,?,0.0,0,-4,10,-2,1.3%
O=P(NS(=O)(=O)c1ccccc1)(Oc1ccccc1)Oc1ccccc1,-3,-7%,-13,-0.1,1,1,-9,6,0.7%
